Siah-1 displacement: Siah-1 peptide-binding antagonists, primary screen, biochemical, fluorescence polarization, rhodamine-plectin, uHTS (AID 1817); Siah-1 / rhodamine-plectin peptide fluorescence polarization; higher % means a stronger effect; one-dose displacement, % at 20 µM; IC50 in µM for titrated hits; 290,000 compounds, 0.02% hits;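 active means displacement of at least 50% at 20 µM, with a fluorescence ratio check between 0.3 and a set limit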;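 further: plate controls were Siah plus tracer with DMSO for no effect and tracer alone without Siah for full effect; strong numbers were not always called active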
GPR55 activation: selective activators of receptor GPR55 – imaging, U2OS cells, beta-arrestin-GFP redistribution, primary screen (AID 1961). one-dose activation, % at 10 µM; EC50 in µM for titrated hits. U2OS GPR55 beta-arrestin-GFP redistribution imaging; higher % means a stronger effect. 290,000 compounds, 0.048% hits;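 active means activation above 40% with more than 50 cells counted in the well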;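 further: U2OS osteosarcoma cells stably expressing GPR55 and beta-arrestin-GFP; plate controls were DMSO negative control for no effect and LPI positive control for full effect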
KOR beta-arrestin-1: KOR agonists, beta-arrestin recruitment, primary screen, cell-based, luminescence, uHTS (AID 1777). KOR beta-arrestin recruitment, luminescence; higher % means a stronger effect. activation, % at 10 µM; hits with a dose series show EC50 in µM. 280,000 compounds, 0.02% hits; in the data active means activation above about 50%, passing the limit was not always enough; further: a part of the inactive calls stands beside numbers as strong as those of hits
GPR35 antagonists: inhibition of zaprinast-stimulated GPR35 beta-arrestin translocation – imaging, U2OS, beta-arrestin-GFP, zaprinast agonist, primary screen (AID 2058); U2OS GPR35 beta-arrestin-GFP translocation imaging, zaprinast antagonism; higher % means a stronger effect; 290,000 compounds, 0.052% hits; inhibition, % at 10 µM, or IC50 in µM where a hit was titrated;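 active means inhibition of at least 50% with at least 30 cells and total cytoplasm GFP at most 10,000,000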
KOR beta-arrestin-2: kappa opioid receptor blockers – cell-based, luminescence, uHTS (AID 1778); KOR beta-arrestin recruitment, luminescence, antagonist mode; higher % means a stronger effect; inhibition, % at 10 µM, or IC50 in µM where a hit was titrated; 290,000 compounds, 0.091% hits; in the data active means inhibition above about 50%; further: strong numbers were not always called active
NOD1 NF-kB reporter: inhibition of NOD1-driven NF-kB reporter – cell-based, luminescence, uHTS, primary screen (AID 1578); NOD1-driven NF-kB luciferase reporter cells, luminescence; higher % means a stronger effect; one-dose inhibition, % at 4 µM; EC50 in µM for titrated hits; 290,000 compounds, 1% hits; in the data active means inhibition mostly above about 36%, no sharp cut-off; inactive means mostly below about 34%;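 further: HEK-293T reporter cells stimulated with the NOD1 agonist gamma-tri-DAP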
GPR55 LPI antagonism: GPR55 antagonists blocking LPI-driven arrestin recruitment, primary screen, imaging, U2OS, beta-arrestin-GFP, LPI agonist (AID 2013). inhibition, % at 10 µM; hits with a dose series show IC50 in µM. 290,000 compounds, 0.13% hits. U2OS GPR55 beta-arrestin-GFP translocation imaging, LPI antagonism; higher % means a stronger effect;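 active means spots per cell inhibited over 60%, with over 100 cells counted and total cytoplasm intensity under 500,000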;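 further: U2OS cells stably carrying GPR55 and arrestin-GFP stimulated by 5 µM LPI near EC80; imaged beta-arrestin-GFP aggregate spots per cell after agonist stimulation; plate controls were LPI-stimulated DMSO wells for no effect and DMSO wells without LPI for full effect; some results filed as inactive read as strong as hits; confirmed hits need IC50 under 10 µM and bright autofluorescent wells are also inconclusive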
HIV peptide binding: inhibitors of HIV fusion peptide binding, primary screen, biochemical, uHTS, fluorescence dequenching (AID 1986) | cell-free peptide binding, fluorescence dequenching, 30 min; higher % means a stronger effect | one-dose inhibition, % at 20 µM; IC50 in µM for titrated hits | 290,000 compounds, 0.3% hits; in the data active means inhibition mostly above about 52%, no sharp cut-off; inactive means mostly below about 76%; further: some results filed as inactive read as strong as hits
AID2073: inhibitors of Mint1-CaV2.2 protein interaction, biochemical, HTRF (AID 2073); HTRF protein-protein interaction, Mint1-CaV2.2; higher % means a stronger effect; inhibition, % at 20 µM, or IC50 in µM where a hit was titrated; 290,000 compounds, 0.19% hits; in the data active means inhibition mostly above about 51%, no sharp cut-off; further: some results filed as inactive read as strong as hits
Numbers without * were called inactive; . = no result given; [ ] = another dose, or the depositor's remark.

SMILES	Siah-1 displacement	GPR55 activation	KOR beta-arrestin-1	GPR35 antagonists	KOR beta-arrestin-2	NOD1 NF-kB reporter	GPR55 LPI antagonism	HIV peptide binding	AID2073
COc1cc(OC)c(C2=NOC(C(=O)Nc3c(C)n(C)n(-c4ccccc4)c3=O)C2)cc1Cl (configuration not stated)	11%	0.3%	.	0%	-27%[20 µM]	-24%	12%	-1.0%	11%
Cc1[nH]c2ccccc2c1C(=O)CN1C(=O)C(=O)N(C2CCCC2)C1=O	-9%	-0.6%	-6.0%	14%	0%	-14%	12%	-0.8%	-1%
Cc1ccc2nc3c(cc(C#N)c(=O)n3CCN3CCOCC3)c(=O)n2c1	0%	0.3%	-3.7%	-2%	-40%	8%	-14%	-1.9%	9%
CCCS(=O)(=O)N1CCN(Cc2ccccc2OCC)CC1	4%	-0.2%	.	20%	-15%	-20%	13%	-1.3%	5%
C=C1CCC[C@]2(C)C[C@H]3OC(=O)C(CNCCN(CC)CC)[C@H]3CC12 (some centres not stated)	6%	-0.2%	4.6%	4%	5%	-8%	5%	0.0%	-10%
CC1(C)Cc2c(sc(NC(=O)C(=O)N3CCCC3)c2C(N)=O)CO1	-2%	-0.1%	9.2%	-4%	-20%	8%	1%	-1.4%	-36%
CCC(=O)Nc1nnc(-c2ccc(Cl)s2)o1	-2%	0.0%	2.2%	-16%	-22%	-29%	12%	-0.9%	-1%
COc1ccccc1N1CCN(C(=O)Cn2nnc(-c3cccs3)n2)CC1	2%	-0.3%	19%	10%	-25%	-13%	10%	1.0%	-11%
Cc1cccc(-c2nnc(SCC#N)n2Cc2ccccc2)c1	0%	-0.2%	1.6%	3%	-11%	-13%	-1%	-3.5%	0%
CCOc1ccc(NC(=O)CSc2ncnc3c2sc2ccccc23)cc1	-7%	1.6%	-2.1%	3%	12%	-12%	-7%	-1.8%	44%
O=C(Nc1ccccc1)N(Cc1ccccc1)Cc1ccccc1	4%	-0.3%	1.0%	13%	11%	-7%	30%	-0.2%	-4%
CCCC(C(=O)NC1CCCC1)N(C(=O)c1snc(C(N)=O)c1N)c1ccc(OCC)cc1 (configuration not stated)	-2%	-0.1%	0.2%	3%	-47%	-18%	-5%	1.4%	-2%
O=C(COC(=O)CNC(=O)c1ccc(F)cc1)Nc1cccc(S(=O)(=O)N2CCCC2)c1	8%	1.4%	1.0%	2%	-4%	-19%	-1%	0.0%	15%
O=c1c2ccc([N+](=O)[O-])cc2ncn1CCOc1ccccc1	-4%	-0.1%	-5.7%	6%	-24%[20 µM]	-13%	-2%	2.7%	-2%
Cc1oc(-c2cc3c(cc2Cl)OCO3)nc1CN1CCCC(C(=O)N2CCOCC2)C1 (configuration not stated)	-2%	-0.1%	.	-5%	-26%[20 µM]	-23%	4%	-1.3%	-14%
COc1ccc(-c2cc(C(=O)Nc3c(C)nn(Cc4ccccc4)c3C)no2)cc1	-3%	-0.1%	2.7%	6%	-7%	-36%	0%	-1.8%	13%
Cc1ccccc1NC(=O)C(NS(=O)(=O)c1ccc2c(c1)c(=O)n(C)c(=O)n2C)c1ccccc1 (configuration not stated)	0%	0.2%	-2.4%	18%	12%	-14%	-1%	-1.5%	-2%
O=C1Nc2cc(Cl)c(Cl)cc2N(O)N1c1ccccc1	-4%	0.2%	-5.8%	-1%	11%	-5%	-7%	0.3%	16%
CC(NC(=O)c1ccc(F)cc1)C1CC2CCC1C2 (configuration not stated)	-3%	-0.2%	-3.3%	8%	0%	3%	-6%	1.1%	-16%
O=C(NCc1ccc2[nH]c3c(c2c1)CCCC3)c1ccc(S(=O)(=O)N2CCOCC2)cc1	2%	0.3%	-1.1%	-17%	35%	-11%	3%	1.8%	4%
COC(=O)C1=NN(C(=O)c2cccc(Cl)c2)C(O)(C(C)(C)C)C1 (configuration not stated)	-2%	0.2%	-1.9%	14%	0%	-9%	7%	4.0%	11%
CCn1c(SCC(=O)NC2CCCC2)nnc1-c1ccco1	-2%	0.5%	4.9%	-3%	-21%	-37%	5%	-0.2%	1%
COc1ccc(CC(=O)Oc2ccc(F)cc2)cc1	6%	1.1%	-4.7%	-7%	4%	-10%	12%	-0.6%	8%
Cc1cc(Cn2ccnc2)c(C)cc1Cn1ccnc1	0%	-0.1%	-3.2%	8%	9%	-19%	-3%	0.8%	6%
Cc1cccc(N(C(=O)CCC(=O)Nc2ccccn2)C(C(=O)NC(C)C)c2ccc(F)cc2)c1 (configuration not stated)	2%	-0.1%	3.2%	16%	-37%	-30%	-1%	0.1%	1%
COc1ccc(CNS(=O)(=O)c2cc(OCC(N)=O)c(C)cc2Cl)cc1	-1%	0.0%	-2.0%	3%	15%	-5%	7%	4.2%	10%
CCOc1ccc(C(=O)O/N=C(\N)c2ccc([N+](=O)[O-])cc2)cc1OCC	7%	-0.1%	-2.9%	7%	-1%	-16%	10%	2.1%	14%
CCc1cc2cc(C)ccc2nc1SCC(=O)Nc1cc(C)on1	4%	-0.3%	8.7%	-3%	-72%	-15%	-14%	-0.1%	0%
O=c1c2ccccc2cnn1Cc1n[nH]c(=S)n1-c1ccc(F)c(Cl)c1	-3%	-0.8%	-3.0%	-1%	18%	12%	14%	-1.8%	16%
CCOc1ccc(CNC(=O)Cn2ccc3cc(S(=O)(=O)N4CCCC4)ccc32)cc1	9%	-0.2%	-4.1%	-16%	-50%	-23%	3%	-0.9%	9%
CCCc1cc(=O)n2[nH]c(NCc3c(Cl)cccc3Cl)nc2n1	-1%	-0.1%	1.7%	9%	-45%	-18%	-2%	3.7%	8%
COC(=O)Nc1nnc(CCc2ccccc2)s1	-6%	0.2%	-0.1%	2%	-14%	-10%	4%	2.2%	8%
CC(C)(C)Nc1cccccc1=O	-4%	-0.2%	12%	1%	20%	7%	17%	-1.2%	-34%
O=C(Nc1ccc(F)cc1)c1ccc(NC(=O)C2CCCO2)cc1 (configuration not stated)	2%	-0.1%	2.4%	5%	-28%	-40%	17%	0.7%	2%
CCc1nc(SCC(=O)c2ccc(C)c(C)c2)n[nH]1	-3%	-0.2%	7.5%	8%	-2%	5%	-8%	2.0%	12%
CCOC(=O)N1CCN(C(=O)CN(C2CCCCC2)S(C)(=O)=O)CC1	4%	-0.3%	-3.8%	-17%	17%	-15%	20%	-1.5%	4%
O=C(CCNS(=O)(=O)c1cccc2nsnc12)NC1CCCc2ccccc21 (configuration not stated)	1%	0.0%	0.6%	-1%	19%	-24%	-4%	-3.5%	-2%
CCOC(=O)N1CCC2(CC1)C(C#N)=C(N)Oc1c2c(C)nn1-c1cccc(Cl)c1	5%	-0.1%	-0.8%	-7%	-4%	.	12%	26%	19%
O=C(NCc1ccccc1)C(=O)Nc1nccs1	3%	-0.2%	-2.3%	15%	12%	-32%	17%	0.7%	-9%
N#C/C(=C\Nc1ccc2cn[nH]c2c1)c1nc(-c2ccc(Cl)cc2)cs1	-8%	-0.3%	11%	-6%	-4%	17%	-27%	4.4%	16%
O=c1[nH]nc(Cc2ccc(-c3ccccc3Cl)o2)c2ccccc12	1%	0.0%	-1.4%	0%	-5%	-10%	-12%	2.5%	20%
CCOc1ccc(-n2c(SCC(=O)Nc3ccc(OC)cc3)nc3c(c2=O)SCC3)cc1	4%	0.4%	5.7%	-4%	-31%	10%	17%	-2.2%	8%
Fc1cc(Br)ccc1Nc1nc2ccccc2n2nnnc12	18%	-0.1%	-1.9%	-3%	13%	-10%	-3%	-2.6%	10%
CCCc1cc(=O)[nH]c(SCc2nc3ccc([N+](=O)[O-])cc3[nH]2)n1	-4%	0.0%	3.1%	0%	-11%	-8%	6%	22%	14%
COCCCNS(=O)(=O)c1ccc2[nH]c3c(c2c1)CCCCC3	5%	0.5%	-4.6%	5%	-6%	-3%	5%	-0.8%	12%
COC(=O)c1ccc2c(=O)n(Cc3ccc4c(c3)OCO4)c(SCC(=O)N3CCCC3)nc2c1	-2%	-0.1%	4.9%	-7%	28%	9%	6%	-4.0%	-5%
Nc1cc(=O)[nH]c(=S)n1-c1ccccc1	0%	-0.1%	-1.5%	-7%	-15%	-14%	-2%	0.6%	-14%
CC(C)(C)[C@H]1C=C(C(=O)NCc2nc3ccccc3[nH]2)O[C@@H](OCCCCO)C1	-1%	0.2%	5.5%	-15%	4%	2%	-3%	-0.8%	-10%
CCCS(=O)(=O)N1CCCC(C(=O)NC(C)c2ccc3c(c2)OCCO3)C1 (configuration not stated)	0%	0.8%	-3.2%	-1%	20%	.	1%	1.5%	7%
CNC(=O)CN(c1ccc(C23CC4CC(CC(C4)C2)C3)cc1)S(C)(=O)=O	4%	0.5%	1.3%	-17%	-35%[20 µM]	-28%	2%	-0.9%	-7%
C/C=C/c1ccc(OCCOCCNCc2ccccc2)c(OC)c1	14%	1.2%	-9.7%	1%	-22%[20 µM]	-20%	1%	-0.9%	-2%
O=C1CCC/C1=C\c1ccccc1	4%	-0.2%	-4.3%	-8%	-9%	-44%	-1%	0.5%	5%
COC(=O)c1cc(=O)nc2sc3ccccc3n12	3%	-0.1%	9.2%	-5%	5%	4%	-5%	-2.3%	17%
Nc1nnc(SCCOc2cccc(Br)c2)s1	-1%	-0.1%	4.5%	1%	-9%	22%	3%	-1.8%	6%
CC(CC(=O)Nc1nc2ccccc2[nH]1)n1ccnc1 (configuration not stated)	2%	-0.4%	5.4%	-4%	6%	-13%	-4%	0.6%	5%
Cc1cnc(=O)[nH]c1SCc1ccccc1F	-5%	-0.1%	5.6%	-2%	-46%	22%	-10%	0.1%	10%
CN(C)c1ccc(-c2n(C)c3ccccc3[n+]2C)cc1	-3%	-0.2%	0.0%	-1%	-10%	36%	-2%	-0.1%	14%
COc1cc2c3c(c1)C1(C(=O)N3C(C)(C)C=C2C)C(C#N)=C(N)Oc2cc(C)oc(=O)c21 (configuration not stated)	5%	0.1%	1.8%	9%	5%	-10%	-2%	-3.1%	12%
CC1CN(C(=O)c2ccccc2)C(=Nc2cccc(S(=O)(=O)N(C)C)c2)S1 (configuration not stated)	-1%	1.1%	0.5%	3%	1%	9%	-8%	-1.3%	9%
O=C(CCN1C(=O)C2C3C=CC(C3)C2C1=O)NCCc1ccccc1 (configuration not stated)	-3%	-0.2%	-2.7%	2%	9%	-6%	-13%	1.4%	-3%
COC(=O)Cc1cnc(NC(=O)CSc2nc(C(C)C)cc(=O)[nH]2)s1	4%	-0.1%	-4.3%	-1%	11%	-13%	-4%	1.4%	4%
CCOC(=O)C1=C(C)NC(=O)NC1c1ccccc1Cl (configuration not stated)	2%	0.0%	-2.9%	-8%	-1%	.	14%	0.1%	-2%

The list is partial (hit frequency here may not be typical).
